# Screening results deposited in PubChem by The Scripps Research Institute Molecular Screening Center.
# TTR transcr act = TTR transcription activators in neuroblastoma reporter cells, primary screen, cell-based, luminescence, SH-SY5Y, TTR promoter Gaussia luciferase. 100% = recombinant luciferase protein wells. hit rate 1.3% among 92,000. activation, % at 16.7 µM. AID 1117267, 2014;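 active = activation above the mean of all tested compounds plus 3 SD, cut at about 9.5% in these data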;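 also: cells exposed to compounds for one day before reading; 0% = median of all test compound wells on the plate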
# An asterisk follows results filed as active. An excerpt; the hit share may differ from the screen's.
molecule	TTR transcr act
CCOP(=O)(OCC)C(NC(=O)C(F)(F)F)c1ccccc1 (stereo not drawn)	-0.9
COc1cc(/C=C2/SC(=S)N(CC(=O)NC(C)(C)C)C2=O)cc(OC)c1OC	-0.4
CCC(=O)N1CCCC1(C)C(=O)Nc1ccc(C)c(C)c1 (stereo not drawn)	0.6
Cc1ccccc1NCC(=O)N/N=C/c1c(C)c(C(=O)c2ccc(Cl)cc2)n2ccccc12	-1.0
Cn1cc([N+](=O)[O-])c(C(=O)Nc2cnn(Cc3ccc(F)cc3)c2)n1	0.0
COc1cc2c(c(OC3OC(CO)C(O)C(O)C3O)c1)C(=O)CC(c1ccc(O)cc1)O2 (stereo not drawn)	0.3
COc1ccc(N(CC(=O)NCc2ccccn2)S(=O)(=O)c2ccccc2[N+](=O)[O-])c(OC)c1	-0.4
CC1N(C(=O)N2CCOCC2)CCN1S(=O)(=O)c1cccc(C(F)(F)F)c1 (stereo not drawn)	5.6
O=C(NC1CCC(O)CC1)c1ccc(NS(=O)(=O)c2cccc([N+](=O)[O-])c2)cc1 (stereo not drawn)	0.4
CCC(=O)NC(Nc1cc(C)ccn1)(C(F)(F)F)C(F)(F)F	2.5
Cc1ccc(SC[C@H](CC(C)C)N2CCN(CCc3ccccc3)CCC2=O)cc1	-2.8
Cc1ccc(-n2ncc3c2CC(C)(C)CC3NC(=O)CCCN2CCCCC2=O)cc1 (stereo not drawn)	-1.1
CCNC(=O)C12CCC(C)(C(=O)O1)C2(C)C (stereo not drawn)	1.0
O=C(NCc1ccccc1)C1C(c2ccccc2)=Nc2ccccc2N1C(=O)c1cccnc1 (stereo not drawn)	-0.4
CCCN(CC1CC1)C(=S)NC(=O)C1CC1	0.3
Cc1sc(NC(=S)NC(=O)CCc2ccccc2)c(C(N)=O)c1C	-2.3
CS(=O)(=O)c1ccc(C(=O)CN2C(=O)NC3(CCCc4ccccc43)C2=O)cc1 (stereo not drawn)	-0.5
Fc1cc(F)c2nc(N3CCCC3)sc2c1	0.8
CC(C)C1CC(CCNCc2ccc3c(c2)OCO3)(c2ccccc2)CCO1 (stereo not drawn)	0.2
Cc1ccc(S(=O)(=O)N2C[C@H]3n4c(=O)ccc(=O)n4C[C@H](OC(=O)NCc4ccccc4)[C@@]3(O)C2)cc1	-1.7
Cc1ccc(-c2nsc(SCC(=O)NCC3CCCO3)n2)cc1 (stereo not drawn)	-1.6
CCCCCn1nnnc1-c1nc2cc3ccccc3cc2[nH]c1=O	-0.9
CCN(Cc1ccc2c(c1)OCCO2)C(=O)CSc1nc(C)nc2sc(C)c(C)c12	2.0
CCc1nc2ccc(C(=O)Nc3cc(-c4ccccc4)ccc3OC)cn2c1N(C)Cc1ccc(OC)cc1	-0.8
O=C(N/N=C/C=C/c1ccccc1)c1cc(C2CC2)[nH]n1	0.7

# Overlap with the part before: 7 compounds, then new ones.
molecule	TTR transcr act
CC(C)C1CC(CCNCc2ccc3c(c2)OCO3)(c2ccccc2)CCO1 (stereo not drawn)	0.2
Cc1ccc(S(=O)(=O)N2C[C@H]3n4c(=O)ccc(=O)n4C[C@H](OC(=O)NCc4ccccc4)[C@@]3(O)C2)cc1	-1.7
Cc1ccc(-c2nsc(SCC(=O)NCC3CCCO3)n2)cc1 (stereo not drawn)	-1.6
CCCCCn1nnnc1-c1nc2cc3ccccc3cc2[nH]c1=O	-0.9
CCN(Cc1ccc2c(c1)OCCO2)C(=O)CSc1nc(C)nc2sc(C)c(C)c12	2.0
CCc1nc2ccc(C(=O)Nc3cc(-c4ccccc4)ccc3OC)cn2c1N(C)Cc1ccc(OC)cc1	-0.8
O=C(N/N=C/C=C/c1ccccc1)c1cc(C2CC2)[nH]n1	0.7
S=c1[nH]nc(COc2ccccc2)n1/N=C/c1ccccc1Cl	2.8
CCOc1ccc(/C=N/n2cnnc2)cc1	-0.2
CN(C(=O)CSc1nnc(-c2ccco2)n1C)C1CCCCC1	2.0
CCCNC(=O)Cc1cc(=O)[nH]c(=O)[nH]1	0.1
Clc1ncc(CN2CCN(Cc3ccccc3)CC2)s1	4.1
CN(c1ccc(OCC(=O)OCC(=O)Nc2ccc(Br)cc2)cc1)S(=O)(=O)c1cccs1	-0.6
CCOC(=O)N1CCC(NC(=O)CCc2c(C)nc3c(c(C)nn3-c3ccccc3)c2C)CC1	-1.4
CC(=O)c1sc(Nc2ccc3c(c2)OCO3)nc1C	0.7
C/C(=N\Nc1ccc([N+](=O)[O-])cc1)c1ccc(N2CCOCC2)cc1	0.3
Cc1ccc(C(=O)Nc2cc(C(F)(F)F)ccc2-n2cncn2)o1	2.7
NC(=O)c1cnn2c1NC(c1ccc(F)cc1)CC2C(F)(F)F (stereo not drawn)	1.7
Cc1ccc(NC(=O)c2ccc3c(c2)S(=O)(=O)c2ccccc2C3=O)cc1S(=O)(=O)N1CCOCC1	3.2
Cc1cccc(NC(=O)Nc2ccc(S(=O)(=O)Nc3onc(C)c3C)cc2)c1	-1.5
COc1cccc(NC(=O)Cn2nnc(C(=O)NCc3cccs3)c2N)c1	-2.1
Cc1ccc([N+](=O)[O-])cc1N/C=C1\CCCCC1=O	1.1
N#CC1=C(N)Oc2n[nH]c(-c3ccccc3)c2C1c1ccsc1 (stereo not drawn)	2.6
CCc1ccc(CNC(=O)C2CCCN(S(=O)(=O)N(CC)c3ccccc3)C2)cc1 (stereo not drawn)	2.0
CN(C)c1ccc(NC(=O)Nc2csc3ccccc23)cc1	0.8
FC(F)(F)c1cccc(CN2CCN(c3ncccn3)CC2)c1	2.8
CCCN1CCC(=O)N([C@H](CO)c2ccccc2)CC1	1.3
Cc1ccc(Cl)cc1N1CCN(CC(=O)Nc2ccc3[nH]c(=O)[nH]c3c2)CC1	-2.1
CCCCOC1(c2ccccc2)OC(=O)c2ccccc21 (stereo not drawn)	-0.3
COc1ccc(C(=O)C2CCCN(C(=O)c3ccccc3C(C)=O)C2)cc1F (stereo not drawn)	-0.8
O=C(Nc1ccccc1)Nc1ncc([N+](=O)[O-])s1	-5.4
C/C(=C1/SC(=S)N(CCC(=O)O)C1=O)c1ccc(O)cc1	-3.2
O=C(c1ccc(Cl)cc1)N1CCC(O)(CSc2ccccc2)CC1	-1.0
CCC(=O)Nc1nnc(S(=O)(=O)N2c3ccccc3CC2C)s1 (stereo not drawn)	0.8
CCCCn1c(N)c(N(CCOC)C(=O)c2ccc(-c3cccc(C(F)(F)F)c3)o2)c(=O)[nH]c1=O	3.3
COC(=O)CSc1nnc(-c2ccc3c(c2)OCO3)n1C	-0.5
O=C(C1CCN(S(=O)(=O)c2ccc(Cl)cc2)CC1)N1CCN(c2ccccn2)CC1	-0.2
COCCCNC(=O)CNC(=S)N(Cc1ccc(F)cc1)C1CCCCC1	2.2
Fc1ccccc1C1c2cccn2CCN1C(=S)Nc1ccc(Br)cc1 (stereo not drawn)	-2.3
O=C(CSc1n[nH]c(-c2ccc(Cl)cc2Cl)n1)Nc1ccccn1	4.5
COc1cccc(OC)c1OCCOCCN1CCN(C)CC1	1.2
CC12CC3CC(C)(C1)CC(Nc1nc(N4CCOCC4)nc4ccccc14)(C3)C2	-0.3
O=C(COC(=O)CCCNC(=O)c1ccc(Cl)cc1)Nc1ccc(Br)cc1	-0.1
CNC(=O)CSc1nccn1Cc1ccc(Cl)cc1	0.1
CCCCNc1nc2ccccc2n1CC(=O)Nc1ccc2c(c1)OCCO2	8.2
COc1nc(Nc2ccc(-c3nc4ccccc4o3)cc2)nc(N2CCOCC2)n1	0.5
CCN1CCN(CCC(=O)Nc2ccc(C)cc2)CC1	-0.4
Cc1ccc(S(=O)(=O)N2CCC(=O)N([C@H](COCc3ccc(Cl)cc3)Cc3ccccc3)CC2)cc1	-0.2
COc1ccc(/C(N)=N/OC(=O)Cc2cccs2)cc1OC	-2.0
CCC12OC(=N)C(C#N)(C1C)C(C#N)(C#N)C(c1ccccc1)O2 (stereo not drawn)	4.6
NC(=S)NN=C1CCCCCCCCCC1	-1.1
COC1CCN(C(=O)c2ccc(OC3CCN(Cc4ccccn4)CC3)cc2)CC1	2.4
CCSC1=NSC2=NC(=O)/C(=C\c3coc4ccccc4c3=O)C(=N)N12	-0.4
COC(C(=O)N1CCC(n2nccc2NC(=O)C2CC2)CC1)c1ccccc1 (stereo not drawn)	-1.3
Cc1ccc(NC(=S)N(CCCN2CCOCC2)Cc2ccccn2)cc1Cl	1.0
O=C(Nc1nnc(C2CC2)s1)c1ccc(S(=O)(=O)c2ccccc2)cc1	16*
Cc1cc(-c2ccc(F)cc2)n2ncc(-c3ccccc3)c2n1	-1.2

# Arranged by heavy-atom count (high to low): part of the list above
molecule	TTR transcr act
CCN(Cc1ccc2c(c1)OCCO2)C(=O)CSc1nc(C)nc2sc(C)c(C)c12	2.0
Cc1ccc(NC(=S)N(CCCN2CCOCC2)Cc2ccccn2)cc1Cl	1.0
CCN1CCN(CCC(=O)Nc2ccc(C)cc2)CC1	-0.4

# (list continues)
molecule	TTR transcr act
O=C(C[C@@H]1C=C[C@@H](NC(=O)c2cccnc2)[C@@H](CO)O1)NCc1ccncn1	1.5
O=C1CCCc2nc3c(cc21)C(O)Oc1ccccc1-3 (stereo not drawn)	-1.1
CNc1nc(N)c([N+](=O)[O-])c(Nc2ccccc2)n1	0.9
COc1ccc(S(=O)(=O)Nc2ccc(Nc3ccccc3)cc2)cc1	0.1
C/C(=N/Nc1cc(-c2ccccc2)nc(-c2ccccc2)n1)c1ccc(O)cc1	0.4
CCOC(=O)CCCCC(=O)c1[nH]c(=O)[nH]c1C[n+]1ccc(C)cc1	-2.4
CCOC(=O)[C@@H](C)N(Cc1ccc(OC)cc1)S(=O)(=O)N(Cc1ccccc1)[C@H](C(=O)OC)C(C)C	-4.1
O=C(Nc1ccc(N2C(=O)CC3(CCCCC3)C2=O)c(Cl)c1)c1ccccn1	-0.6
COCCCNC(=O)C1CCC(CNS(=O)(=O)c2ccc(Cl)cc2)CC1 (stereo not drawn)	-0.8
Cc1cc2oc(C(=O)Nc3ccc(S(=O)(=O)Nc4ncccn4)cc3)cc(=O)c2cc1Cl	-0.7
Cc1ccc(/C=N/NC(=O)CN2CCN(Cc3ccccc3)CC2)s1	0.7
CCOC(=O)N1CCN(c2nc(-c3cccs3)nc3ccccc23)CC1	-0.3
Cc1cc(C)c[n+](CC(=O)c2cc3ccccc3oc2=O)c1	-2.0
Cc1cc(C(=O)COC(=O)c2ccc(O)cc2O)c(C)n1-c1ccccc1	-1.3
COc1cc(CNCCN2CCOCC2)ccc1OCc1ccccc1Cl	-3.0
CN1C(=O)Cc2cc(S(=O)(=O)NCc3c(F)cccc3Cl)ccc21	2.6
Cn1ncc2c(=O)n(/N=C/c3ccccc3)cnc21	4.6
CC(=O)COc1cc2c(-c3cc4ccccc4o3)cc(=O)oc2cc1C	0.0
COc1c(F)cccc1C1=CC(=O)C[C@H](c2ccc(F)cc2)C1	0.2
CC1CN(C(=O)c2cccn(Cc3c(Cl)cccc3Cl)c2=O)CC(C)O1 (stereo not drawn)	4.6
CC(=O)c1cccc(S(=O)(=O)NC2CC2)c1	-0.4
CC(=O)N(C1=C(Cl)C(=O)c2ccccc2C1=O)C1CCCCC1	-5.2
COc1ccc(N2CCN(C(=O)CCCn3c(=O)c4cccn4c4cccnc43)CC2)cc1	1.1
CCOC(=O)C1=C(NC(=S)NC(=O)c2ccccc2)c2ccccc2CC1(C)CC (stereo not drawn)	1.4
COc1ccc(CN(CCC(C)C)S(=O)(=O)c2ccccc2Br)cc1	0.2
CC(C)CC(CC(C)C)=NNC(=O)c1ccc(CSc2nncn2C)cc1	0.7
Cn1c(N)c(C(=O)COC(=O)COc2ccc(Br)cc2)c(=O)n(C)c1=O	-1.4
CC1Cc2ccccc2N1C(=O)CN1CCC(C(N)=O)CC1 (stereo not drawn)	2.8
CC(C)CCNC(=O)C(c1ccco1)N(CC1CCCO1)C(=O)Cn1nnc2ccccc21 (stereo not drawn)	4.7
COc1ccc(C(=O)Nc2nc(CC(=O)NCCc3ccccc3)cs2)cc1	-1.0
COc1ccccc1-c1ccc([C@@H]2C[C@H]3[C@H](CON3C)CN2CC2CCCCC2)cc1	0.8
COCCNC(=O)Cn1cnc([N+](=O)[O-])n1	1.6
Cc1cc2nc(C(C)(C)C)c(Cc3ccccc3C(F)(F)F)n2c(C)c1Br	4.0
CCCCCCSc1ccc([C@H]2N[C@@](Cc3ccccc3)(C(=O)OC)[C@H]3C(=O)N(C)C(=O)[C@@H]23)cc1	-0.9
COc1ccc(C/C(N)=N/OC(=O)Cc2ccc(OC)c(OC)c2)cc1	-0.3
CCOC(=O)c1cccc(NC(=O)C2CCCN(S(=O)(=O)c3c(C)nn(C)c3C)C2)c1 (stereo not drawn)	-1.6
CN1C(=O)c2ccc(NC(=O)c3c(F)c(F)c(F)c(F)c3F)cc2C1=O	3.8
CC1CCC(O)(C(C(=O)O)c2ccccc2)CC1 (stereo not drawn)	-1.9
O=[N+]([O-])c1ccccc1/C=N\Nc1nccs1	-0.9
Cc1nnc(SCC(=O)Nc2cc(-c3cc(C)c(C)cc3C)nn2-c2ccccc2)s1	0.6
COc1ccccc1CN1CCCC(C(=O)N(C)Cc2ccccc2)C1 (stereo not drawn)	-1.5
C/C(=N\N=C\c1ccccc1F)c1nnn(-c2nonc2N)c1C	3.1
COC(=O)c1sccc1NC(=O)Cc1ccc(OC)cc1	-1.3
CCC[C@H]1[C@@H](OC(=O)NCc2ccccc2)CC[C@@]23CCCN2C(=O)CCC[C@@H]13	3.1
COc1cccc(CNC(=O)C2CCN(S(=O)(=O)c3ccc(F)cc3)CC2)c1	-0.4
CCC(OC(=O)CN1C(=O)c2ccccc2C1=O)C(=O)NC1CCCC1 (stereo not drawn)	-0.8
Cc1csc2c(=O)n(CCO)c(=O)[nH]c12	0.8
O=C(CCC(=O)Nc1ccc(Br)cc1)N/N=C/c1cc([N+](=O)[O-])ccc1O	1.2
O=C(NCc1ccccc1)c1ccc(CO)cc1	-0.9
